OPRM1-OPRD1 ag: agonists of OPRM1-OPRD1 heterodimerization, primary screen, cell-based, luminescence. AID 504326, 2011. activation, % at 9.3 µM. Mu-type opioid receptor (Homo sapiens) + Delta-type opioid receptor (Homo sapiens), …. 340,000 tested, 0.3% active. cells; in the data active = activation above about 18%;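 note: 0% = vehicle-treated cells and 100% = reference agonist; values of inactives mirror those of a sister screen read the other way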
Target sequence (P35372 whole entry, looked up): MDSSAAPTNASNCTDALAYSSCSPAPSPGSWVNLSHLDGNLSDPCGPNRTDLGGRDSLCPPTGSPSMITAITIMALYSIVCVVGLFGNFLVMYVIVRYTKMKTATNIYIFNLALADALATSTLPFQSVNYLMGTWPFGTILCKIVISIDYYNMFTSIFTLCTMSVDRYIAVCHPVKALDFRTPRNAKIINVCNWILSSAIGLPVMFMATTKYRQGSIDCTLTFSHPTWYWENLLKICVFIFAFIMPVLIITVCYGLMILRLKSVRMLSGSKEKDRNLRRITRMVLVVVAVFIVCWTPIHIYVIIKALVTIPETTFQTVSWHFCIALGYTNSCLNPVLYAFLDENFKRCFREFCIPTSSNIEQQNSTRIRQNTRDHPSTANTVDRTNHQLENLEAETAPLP
Target sequence (P41143 whole entry, looked up): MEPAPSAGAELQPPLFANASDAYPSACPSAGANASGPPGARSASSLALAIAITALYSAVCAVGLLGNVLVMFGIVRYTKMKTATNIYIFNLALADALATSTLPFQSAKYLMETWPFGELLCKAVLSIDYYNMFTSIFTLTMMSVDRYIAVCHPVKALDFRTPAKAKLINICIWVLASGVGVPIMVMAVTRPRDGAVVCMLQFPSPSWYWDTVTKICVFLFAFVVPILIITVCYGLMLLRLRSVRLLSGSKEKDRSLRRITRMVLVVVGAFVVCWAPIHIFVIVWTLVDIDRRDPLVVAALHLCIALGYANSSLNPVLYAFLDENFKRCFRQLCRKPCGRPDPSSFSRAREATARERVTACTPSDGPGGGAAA
Tat transport: E. coli Tat export inhibitors, primary screen, MC4100, TorA-mCherry reporter, fluorescence, single point. 340,000 tested, 0.036% active. inhibition, % at 10 µM;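 active = mean replicate inhibition at least 50% and at least half of replicates individually reaching 50%; inconclusive = only one of the two criteria met; inactive = neither criterion met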;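 note: exported cargo escapes ClpAP degradation while cytoplasmic cargo is degraded and loses fluorescence; 0% = median of neutral control wells and 100% = median of NaSCN control wells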
Pemphigus Ab inh: inhibitors of pemphigus antibody binding to DSG3, primary screen, biochemical, bead-based, flow cytometry, scFv-GFP; Desmoglein-3 (Homo sapiens), P32926; DSG3-coupled beads, scFv-anti-DSG3-GFP binding; active compounds read low; binding (percent of control), % at 10 µM; 310,000 tested, 0.48% active; AID 588358, 2011;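 active = binding more than 3 SD below its plate's average and above zero; inconclusive = below that plate limit but binding exactly zero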;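 note: hits lower antibody fragment binding to DSG3; some compounds called inactive have numbers as strong as hits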
AddAB inh: growth inhibition of E. coli expressing H. pylori AddAB, primary screen, AddAB inhibitor project, absorbance. inhibition, % at 11.9 µM. 330,000 tested, 0.29% active; in the data active = inhibition above about 12%;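 note: 0% = vehicle wells of infected cells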
PfHsp90 set2: growth inhibition of PfHsp90-expressing yeast, primary screen, antimalarial PfHsp90 inhibitor project, S. cerevisiae, BacTiter-Glo luminescence, single point, set 2. BacTiter-Glo ATP, 48 h; yeast lacking PDR1 and PDR3 efflux regulators. inhibition, % at 9.4 µM. 310,000 tested, 0.32% active;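 active = every replicate shows inhibition above about 80%, whatever the replicate mean, limit read from the data; inconclusive = mean inhibition reaches the set limit but some replicate falls short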;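 note: 0% = DMSO neutral controls and 100% = 20 µM radicicol positive controls; yeast relying on Plasmodium falciparum Hsp90 in place of its own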
phage Ecoli inh: growth loss of phage-infected E. coli, primary screen, RecBCD inhibitor project, absorbance, with phage, HTS. inhibition, % at 11.9 µM. 360,000 tested, 0.26% active. AID 651602, 2012; in the data active = inhibition above about 11%
Mot1-301 SUMO: yeast Mot1-301 growth rescue at high temperature, primary screen, SUMOylation pathway inhibitor project, S. cerevisiae, ATP luminescence, 38.5C; growth rescue, % at 18.8 µM; 320,000 tested, 1% active; AID 2716, 2010; S. cerevisiae Mot1-301 growth rescue; percent above DMSO median, 100 means doubled;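 active = every valid replicate shows activation above 250% relative to neutral control wells; inactive = the rest, any valid replicate at or below 250%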;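 note: OY570 slx delta 5 strain wells were the positive control but not used for scaling; some compounds called inactive have numbers as strong as hits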
PKA-R1A activ: activators of PKA-R1A holoenzyme, primary screen, biochemical, fluorescence polarization, Cy5-IP20, bovine R1A, mouse PKAc. cAMP-dependent protein kinase type I-alpha regulatory subunit (Bos taurus) + …. PKA-R1A dissociation; scaled: DMSO 0%, 113 µM cGMP 100%. activation, % at 11.4 µM. 340,000 tested, 0.083% active. AID 504707, 2011;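 active = percent activation above the mean of all tested compounds plus 3 SD, cut at about 19% in these data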;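 note: higher means more PKAc released from R1A so a rise in polarization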
Arrestin-AP2 inh: inhibitors of beta-arrestin/AP2 binding, primary screen, biochemical, GPCR trafficking, flow cytometry | beta-arrestin 1 C-terminal peptide binding to AP2 beta2-adaptin appendage (human) | FITC-arrestin peptide / GST-AP2 beads; AP2 beta2 appendage carries R879A mutation | inhibition, % at 10 µM | 340,000 tested, 0.31% active | AID 504490, 2011;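 active = inhibition above a set limit, near 3 SD of compounds lacking own fluorescence, cut at about 54% in these data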;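 note: plate controls were DMSO wells for no effect and 5 µM unlabelled arrestin peptide for full effect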
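Test system: GST-tagged AP2 beta2-adaptin appendage (R879A) on 4 µm glutathione beads; also added: fluorescein-tagged arrestin peptide at 50 nM final; timing: 12 min plus 1 h, RT; signal: flow cytometry, FL1 (488/535 nm); read-out: percent drop in bead-associated FITC signal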
E coli growth: E. coli V3065 growth inhibition, primary screen, counter-screen for AddAB inhibitor project, absorbance, OD600. 330,000 tested, 0.27% active. AID 449728, 2010. inhibition, % at 11.9 µM. 18 h;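 active = inhibition above the campaign's mean inhibition across all tested compounds plus 3 SD, cut at about 9.9% in these data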;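 note: uninfected addAB+ strain grown without phage in ampicillin broth; 0% = DMSO wells and 100% = ciprofloxacin 0.95 µg/ml wells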
MOR-DOR inv ag: inverse agonists of MOR-DOR heterodimerization, primary screen, cell-based, luminescence; 340,000 tested, 0.21% active; inhibition, % at 9.3 µM; cell-based MOR-DOR heterodimer luminescence, inverse agonism; in the data active = inhibition above about 22%, passing the limit was not always enough;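 note: 0% = cells with DMSO and 100% = wells without cells with DMSO; values of inactives mirror those of a sister screen read the other way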
An asterisk follows results filed as active; ? = inconclusive; . = no result given. Random draw from the library; about 2.8% have a hit in one of these screens.

SMILES | OPRM1-OPRD1 ag | Tat transport | Pemphigus Ab inh | AddAB inh | PfHsp90 set2 | phage Ecoli inh | Mot1-301 SUMO | PKA-R1A activ | Arrestin-AP2 inh | E coli growth | MOR-DOR inv ag
CC1CCN(c2ccc(NC(=O)c3ccc(Br)o3)cc2)CC1 | -1.0 | -4 | 119 | 2.5 | 12 | 1.8 | 19 | -2 | -13 | 1.7 | 6
CC(C(=O)NCCc1nc2ccccc2[nH]1)n1cc([N+](=O)[O-])cn1 (centres undefined) | -2.6 | 0 | 128 | -1.2 | . | -0.5 | 37 | -4 | -34 | 0.0 | 13
C[C@H](O)[C@@H]1C(=O)N2CCc3ccc(N4CCOCC4)cc3[C@@H]2C[C@@H]1N(C)C(=O)Nc1ccccc1 | . | 2 | 102 | . | 42 | 1.7 | . | -3 | 0 | . | .
Cc1cc(NC(=O)NC(=O)c2ccccc2F)no1 | -3.2 | 2 | 97 | -0.1 | 7 | 3.6 | 7 | 4 | 28 | 0.2 | 17
CCOC(=O)c1c(NC(=O)c2c(C(=O)O)cccc2[N+](=O)[O-])sc(C)c1C | -3.5 | -1 | 101 | 0.7 | 7 | 3.0 | 18 | -11 | 34 | -0.9 | 18
CCN1c2ccccc2-c2nc3ccccc3n2C1c1cccs1 (centres undefined) | -1.3 | -2 | 103 | -0.3 | -34 | 5.3 | 103 | -3 | -8 | 2.0 | 9
COc1ccccc1Nc1nc(N)nc(CN2CCN(Cc3ccc4c(c3)OCO4)CC2)n1 | -4.4 | -6 | . | -2.6 | -10 | -3.5 | 11 | 7 | -4 | -2.9 | 22
COc1cc(O)c(CCC(=O)c2cc(OC)c(OC)c(OC)c2)c(OC)c1 | -1.3 | 2 | . | 4.3 | 0 | 2.2 | -9 | -5 | 9 | -2.1 | 7
CC(C(=O)OCC(=O)c1ccc([N+](=O)[O-])cc1)N1C(=O)C2C3CCC(C3)C2C1=O (centres undefined) | -2.8 | 1 | 100 | 2.8 | 12 | 3.0 | 358 | -1 | -19 | 1.1 | 14
O=C(Cc1ccc(Br)cc1)NC1CCN(Cc2ccccc2)CC1 | -0.8 | -12 | . | -0.3 | -102 | -0.6 | 283* | 3 | 11 | -0.6 | 5
O=CN1CCN(C(=S)Nc2ccc(OC(F)F)cc2)CC1 | -0.2 | -2 | 92 | -0.5 | 5 | -1.6 | -2 | -9 | 0 | -2.8 | 1
CC1CCN(CC(=O)Nc2ccccc2C(=O)c2ccccc2)CC1 | 1.2 | -4 | 97 | 3.1 | 12 | 3.0 | 13 | -9 | -10 | 0.9 | -6
CC(NC(=O)Cc1cccs1)C(c1cccs1)N1CCOCC1 (centres undefined) | -0.8 | 19 | 103 | -2.3 | 17 | 2.5 | -9 | -2 | 3 | 0.2 | 5
CCn1nnc(NC(=O)COc2ccc(C3CCCCC3)cc2)n1 | 1.8 | 13 | 103 | 6.3 | . | . | 7 | -2 | 3 | 4.1 | -9
CC(C)(CC(=O)O)CC(=O)NCc1c(Cl)cccc1Oc1ccccc1 | -0.5 | -4 | . | 2.9 | -9 | 1.4 | 317 | -6 | -14 | -0.3 | 2

Next section, overlapping the part above by 2 compounds.
SMILES | OPRM1-OPRD1 ag | Tat transport | Pemphigus Ab inh | AddAB inh | PfHsp90 set2 | phage Ecoli inh | Mot1-301 SUMO | PKA-R1A activ | Arrestin-AP2 inh | E coli growth | MOR-DOR inv ag
CCn1nnc(NC(=O)COc2ccc(C3CCCCC3)cc2)n1 | 1.8 | 13 | 103 | 6.3 | . | . | 7 | -2 | 3 | 4.1 | -9
CC(C)(CC(=O)O)CC(=O)NCc1c(Cl)cccc1Oc1ccccc1 | -0.5 | -4 | . | 2.9 | -9 | 1.4 | 317 | -6 | -14 | -0.3 | 2
CS(=O)(=O)N(CC(=O)NC1CCCCC1)Cc1ccc(Cl)cc1 | -3.1 | 2 | 90 | -0.1 | 6 | 0.4 | -2 | 7 | 26 | 2.1 | 17
COc1ccccc1NC(=O)CN1CCSc2ccccc21 | -2.4 | 3 | 101 | 5.2 | 20 | 2.0 | -16 | -10 | -19 | 0.1 | 12
O=C(c1cc(F)ccc1F)N1CCC(N2CCC(C(=O)N3CCCC3)CC2)CC1 | -2.3 | -2 | 108 | -0.8 | 20 | 1.7 | -5 | 0 | 34 | -0.4 | 12
O=C(/C=C\c1ccccc1)Nc1ccc(NC(=O)c2ccco2)cc1 | 0.7 | -5 | 87 | 3.6 | -4 | 7.8 | -8 | -13 | 39 | 0.4 | -4
O=C(O)CCCN1C(=O)C(=O)/C(=C(/O)c2ccccc2)C1/C=C/c1ccccc1 (centres undefined) | -3.9 | -4 | 98 | 1.1 | 21 | 4.0 | 5 | 10 | 12 | 0.8 | 20
CCC(C)Sc1ccc([C@H]2N[C@@](C)(C(=O)OC)[C@H]3C(=O)N(C)C(=O)[C@@H]23)cc1 (some centres undefined) | -2.5 | 5 | 127 | 1.9 | -2 | 3.2 | 1 | -5 | 8 | 0.9 | 14
COc1ccccc1Oc1cc(F)nc(N)n1 | -0.8 | -4 | 96 | 0.2 | . | 1.1 | -1 | 3 | -3 | -1.0 | 4
O=C(/C=C/c1ccccc1Br)c1ccc2c(c1)OCO2 | 3.7 | 4 | 110 | -2.0 | 0 | -0.1 | -16 | -13 | -2 | -1.1 | -20
CNc1ccc(C(=O)OCC(=O)NC(=O)NC2CCCCC2)cc1[N+](=O)[O-] | -3.3 | 5 | 120 | 0.2 | -20 | 3.2 | -7 | -9 | -1 | -0.7 | 16
COc1ccccc1OCCCc1c(C)n[nH]c1C | -2.0 | -12 | 103 | -0.3 | 36 | 2.6 | -16 | 0 | 1 | 4.2 | 11
CC1(C)CC(=O)C=C(Nc2ccc(O)c(C(=O)O)c2)C1 | 0.7 | -8 | 133 | -2.1 | 2 | 0.1 | -11 | -3 | 10 | -0.3 | -3
Cc1cccc(-c2nc(CN3CCCC(C(=O)NC4CCCC4)C3)c(C)o2)c1 (centres undefined) | -4.4 | 6 | 118 | 0.7 | 11 | 2.2 | -9 | -1 | 14 | -1.2 | 22
O=C(NCc1ccc(Cl)cc1)c1cc(=O)nc2sc(-c3ccccc3)nn12 | 0.2 | -15 | 94 | 0.7 | . | 5.1 | -1 | -11 | 27 | 0.8 | -1
CCN1CCN(Cc2nc3c(c(=O)n(C)c(=O)n3C)n2C(C)C(C)=O)CC1 (centres undefined) | 1.1 | -7 | . | -0.3 | -16 | 2.2 | -13 | -11 | 41 | -0.6 | -6
CC1CCCC(C)N1C(=O)COC(=O)c1cc(=O)[nH]c2ccccc12 (centres undefined) | -2.5 | 0 | 93 | -2.3 | 23 | 4.1 | -9 | -4 | 3 | -1.1 | 13
CCCc1cc(=O)oc2c(C)c(OCC(=O)Nc3cccnc3)ccc12 | -4.5 | 6 | . | 1.3 | 9 | -0.1 | 2 | 1 | 16 | -2.1 | 23
O=C(c1ccc(S(=O)(=O)Nc2ccccc2)cc1)N1CCCCCCC1 | -2.2 | 0 | 117 | 0.9 | 12 | 0.2 | 6 | -5 | 22 | 0.6 | 12
O=C(CCNC(=O)Cn1ccc2ccccc2c1=O)NCCN1CCN(c2ccccc2F)CC1 | -0.9 | 1 | 100 | 0.8 | -23 | 1.5 | 152 | 4 | 0 | 0.0 | 5
CCOc1ccc(S(=O)(=O)N2CCCCC2)cc1NC(=O)CCc1ccc(OC)cc1 | -1.7 | 13 | 95 | -0.9 | -28 | -0.1 | -6 | -12 | -15 | -2.8 | 9
Cc1cc(C)cc(N(CC(=O)NC2CCCCC2)C(=O)CCC(=O)Nc2cc(C)ccn2)c1 | -1.1 | 3 | . | . | 0 | 2.0 | . | 2 | 6 | . | 5
COc1ccc(-c2csc(NC(=O)c3ccco3)n2)cc1 | 0.5 | 4 | 104 | 1.7 | -12 | 1.8 | 6 | 4 | 10 | 2.1 | -3
O=C(Nc1c(C(=O)N2CCOCC2)cnn1-c1ccccc1)c1ccco1 | 0.8 | 4 | 103 | 1.7 | 10 | 2.3 | -21 | -5 | 6 | 1.3 | -4
Cc1c(Nc2cc(N3CCCCCC3)c3nonc3c2[N+](=O)[O-])c(=O)n(-c2ccccc2)n1C | -3.0 | -12 | 104 | -0.7 | 4 | 3.5 | -2 | -11 | 3 | 0.4 | 13
Cc1ccc(S(=O)(=O)NN2C(=O)/C(=C/c3ccccn3)SC2=S)cc1 | -3.4 | 1 | 77 | 1.4 | 4 | 1.2 | 14 | -8 | 2 | 0.8 | 16
COc1ccc(Cl)cc1NC(=O)CN(C)CC(=O)Nc1cc(OC)c(OC)c(OC)c1 | -0.8 | 1 | 104 | 0.6 | -8 | -1.3 | 7 | -12 | -16 | -1.6 | 4
O=C(COC(=O)c1ccccc1C(=O)c1ccccc1)NCc1ccc(F)cc1 | 0.9 | -3 | 74 | 2.4 | 8 | 4.0 | 337* | -4 | -6 | -2.1 | -4
CC(=O)c1ccc(OCC(C)C)c(Cc2c(O)nc(N)[nH]c2=O)c1 | -2.5 | 13 | 112 | 2.8 | 3 | 0.9 | 3 | -14 | 11 | 1.4 | 14
O=C(NCc1cccs1)c1cccnc1C(=O)O | -2.5 | ? | . | -0.7 | 2 | . | -12 | 2 | 25 | 0.4 | 13
CCOc1ccc(CCNC(=O)Cc2ccc(NC3=NC4CS(=O)(=O)CC4S3)cc2)cc1 (centres undefined) | -2.0 | -7 | 101 | -0.8 | 2 | -0.1 | -25 | -5 | 17 | -0.4 | 12
CCCC[n+]1ccc(-c2nc3ccc([N+](=O)[O-])cc3[nH]2)cc1 | -2.3 | -3 | 99 | 3.4 | 12 | 2.9 | 460 | -11 | -3 | 1.2 | 14
CSc1nc(N)nc(N(C)C)n1 | -3.1 | 4 | 103 | 5.7 | -7 | 3.5 | 22 | 0 | 30 | 0.2 | 16
O=C(N/N=C/c1ccc(O)cc1O)c1ccc(CN2C(=O)c3cccc4cccc2c34)cc1 | -0.1 | 3 | 69 | 14* | 6 | 22* | 3 | 1 | 7 | 25* | 0
COc1ccc(S(=O)(=O)N2CCC(C(=O)N3CCCC3)CC2)cc1C | 2.0 | -6 | 102 | 1.2 | 6 | 0.6 | 237 | -10 | 25 | -3.7 | -16
